S2 tox – reduces viability in counter-screen for ATXN expression inhibitors; Potency, µM (doses to about 56.7 µM), hits mostly cytotoxic; S2 cells (HEK-293 line with an ATXN2-luciferase reporter) viability, CellTiter-Fluor protease fluorescence, 24 h; 400,000 tested, 0.49% active; further: potency means the concentration at half of the fitted maximal effect; nearly all actives have a fitted effect of over 40% in size
A549 tox – A549 cytotoxicity, counter-screen for Nrf2 inhibitors. AID 504648. Potency, µM (titrated, usually from 46 µM), for inactives: top-dose activity change, negative = cytotoxicity, hits mostly inhibitors. A549 ARE-Fluc cells, CellTiter-Fluor viability, 18-24 h. 390,000 tested, 0.16% active; further: potency means the concentration at half of the fitted maximal effect; on the % scale 0 is the no-effect control and ±100 the full control effect
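A549 ARE-Fluc cells in 5% FBS OPTI-MEM, 5000 cells/well, rested 2 h then exposed to compounds in concentration-response for 18-24 h at 37 °C. Viability by CellTiter-Fluor fluorescence (Ex 405/Em 525) after 30 min; luciferase luminescence (BugLite, 15 min, RT) read afterwards.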
Nrf2 block – blocks Nrf2 signaling; A549 ARE-Fluc reporter, luciferase luminescence, 18-24 h; Potency, µM (top dose mostly 46 µM), for the others: top-dose activity change, negative = inhibition, most hits filed as inhibitors; AID 504444; 360,000 tested, 2.1% active; further: potency means the concentration at half of the fitted maximal effect; on the % scale 0 is the no-effect control and ±100 the full control effect; nearly all actives have a fitted effect of over 60% in size
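A549 ARE_Fluc cells (5000/well, 5% FBS OPTI-MEM) pre-incubated 2 h, then treated with compounds 18-24 h at 37C/5% CO2 in concentration-response. CellTiter-Fluor viability read first; BugLite luciferase luminescence after 15 min at room temperature gives Nrf2 activity.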
CCT chaperon mod – modulators of cytosolic chaperonin (CCT/TRiC) activity. purified chaperonin ATPase assay, HTRF ADP detection, 30 min. activity change, % (concentration not given with the values), hits read low. 360,000 tested, 0.3% active. AID 651819; in the data active means activity change below about -30%; further: on the % scale 0 is the no-effect control and ±100 the full control effect
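ATPase activity: ADP formed was measured by HTRF Transcreener (665/615 nm ratio) after 30 min at 37 deg C with 10 uM ATP. Compounds screened at one 76 uM concentration against 40 or 20 nM TRiC in Tris pH 7.4/KCl/MgCl2/DTT buffer.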
TGFb inhibitor – inhibitors of TGF-b signaling; HepG2 CAGA-GFP TGF-b/SMAD3 reporter, GFP fluorescence, 18 h; TGF-beta stimulated, 500 pg/mL final; Potency, µM (doses to about 46.1 µM), for the others: at the top dose activity, negative = inhibition, most hits filed as inhibitors; 410,000 tested, 1.2% active; further: potency means the concentration at half of the fitted maximal effect; on the % scale 0 is the no-effect control and ±100 the full control effect; nearly all actives have a fitted effect of over 65% in size
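Read-out: total well GFP (ex488/em500-530) summed from mean per-cell fluorescence. Cells: HEPG2 CAGA-GFP, 1% FBS DMEM, 18 h at 37 degrees C with 500 pg/mL final TGF-beta. Unstimulated wells served as the full-inhibition control; stimulated DMSO wells = 0%.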
Mm-Cpn inhibitor – inhibitors of Methanococcus maripaludis chaperonin (MmCpn). AID 504842. purified Mm-Cpn ATPase, ADP Transcreener TR-FRET. 330,000 tested, 0.031% active. Potency, µM (highest dose often 76.9 µM), for the others: at the top dose activity, negative = inhibition, hits mostly inhibitors; further: potency means the concentration at half of the fitted maximal effect; on the % scale 0 is the no-effect control and ±100 the full control effect; nearly all actives have a fitted effect of over 80% in size
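ATPase turnover read by TR-FRET ADP competition (Eu cryptate antibody/ADP-d2, 665/590 nm): 10uM ATP final, 25nM Mm-CPN final, 30 min 37degC after 10-min compound preincubation, pH 7.4 Tris/KCl/MgCl2/DTT buffer.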
pAkt inh – Akt phosphorylation inhibition; activity change, % for hits at 50 µM; Neuro2A IGF-stimulated pAkt S473 HTRF, 20 min; stronger effect = lower value; 360,000 tested, 0.32% active; in the data active means activity change below about -80%; inconclusive means mostly about -51% to -80%; further: on the % scale 0 is the no-effect control and ±100 the full control effect
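Neuro2A cells (4,500/well, DMEM with 0.5% FBS) were treated with compound at a single 50 µM final concentration, stimulated with 6 nM IGF for 20 min at 37 °C, and lysed. Phospho-Akt Ser473 was read by HTRF as 665/615 ratio ×10^4.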
Nrf2 activator – activates Nrf2 signaling; AREc32 ARE-luciferase reporter (MCF7-derived line), luminescence, 24 h; Potency, µM (series often up to 46.1 µM), without a hit: top-dose activation, hits mostly activators; 410,000 tested, 0.31% active; AID 624171; further: potency means the concentration at half of the fitted maximal effect; % of control where 0% means no effect; nearly all actives have a fitted effect of over 65% in size
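For detection, Steady-Glo was added and plates sat 30 min at RT; before that, AREc32_Fluc cells grown overnight in OPTI-MEM/5% FBS had been treated with 23 nL compound for 24 hr at 37 deg C.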
HepG2 tox – kills HepG2 cells in TGF-b inhibitor counter-screen; HepG2 CAGA-GFP viability, ATP luminescence, 18 h; Potency, µM (series often up to 46.1 µM), without a hit: at the top dose activity change, negative = cytotoxicity, hits mostly cytotoxic; 410,000 tested, 0.76% active; further: potency means the concentration at half of the fitted maximal effect; some results filed as inactive show a strong effect at the top dose
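HepG2 CAGA-GFP cells (1000/well, DMEM with 1% FBS) received compound, then TGF-beta at 500 pg/mL final, and were incubated 18 hours at 37 degrees C. Viability was read by CellTiter-Glo luminescence. Media-only wells were set as complete cell-killing and DMSO as no toxicity.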
Active calls of the source: *; i = inactive; ? = inconclusive; nt = not tested or not shown; & = joins results of further samples. Unless noted, the call rests on the fitted dose curve; in most records, active means well fitted curve in the direction sought with a large enough effect; inconclusive means small, poorly fitted or top-dose-only effect, or another doubt; inactive means no such curve, though single readings can be large; an effect the other way counts as inactive or inconclusive.

Order of results – S2 tox	A549 tox	Nrf2 block	CCT chaperon mod	TGFb inhibitor	Mm-Cpn inhibitor	pAkt inh	Nrf2 activator	HepG2 tox
(1) Cc1ccc(-c2nnc(SCC(=O)OC(C)C)n2N)cc1
    nt	-11%	-8%	1.3	-22%	2%	nt	0.1%	1%
(2) CN(Cc1ccccc1)CC1CCCN(CCc2ccccc2F)C1 (stereo not drawn)
    i	-18%	-11%	-1.0	-2%	0%	i	-0.9%	-5%
(3) COc1cc(Cl)c(C)cc1NC(=O)CSc1nnc(-c2ccco2)n1CC(C)C
    i	?	?	-2.1	?	-3%	i	0.3%	-31%
(4) Nc1c(S(=O)(=O)c2ccccc2)c2nc3ccccc3nc2n1C1CC1
    nt	3%	?	-1.3	8%	0%	i	-0.2%	5%
(5) O=C(OCCO)c1c(C2=CCCCC2)oc2c1C(OCCO)CCC2 (stereo not drawn)
    i	nt	nt	0.8	nt	nt	i	0.4%	nt
(6) Cc1ccc(C)c(N2CCN(C(=O)Cn3nc(C)c4sc5ccccc5c4c3=O)CC2)c1
    i	0%	-26%	nt	-10%	nt	nt	3.5%	1%
(7) O=C(/C=C1\NC2(CCCC2)Cc2ccccc21)N1CCOCC1
    i	7%	?	-2.2	?	-3%	i	3.4%	-31%
(8) CCCCN(C(=O)CCN1C(=O)C2CC=CCC2C1=O)c1c(N)n(CCCC)c(=O)[nH]c1=O (stereo not drawn)
    i	-9%	18%	0.3	14%	nt	i	-0.1%	2%
(9) CC(=O)N/C(=C\c1ccccc1)C(=O)OCC(=O)c1ccc(F)cc1
    i	-5%	?	0.2	-5%	3%	i	0.2%	7%
(10) COc1ccccc1CNC(=O)c1cn(C)c2ccc(S(=O)(=O)N3CCC(C)CC3)cc2c1=O
    i	6%	-9%	nt	6%	nt	nt	-0.6%	-12%
(11) Cc1ccc(Sc2ncccc2C(=O)N(C)Cc2cccs2)c(C)c1
    nt	1%	5%	-7.7	-10%	1%	i	0.5%	-64%
(12) O=C(COc1cccc2cccnc12)Nc1ccccc1
    i	0%	?	-5.1	1%	-2%	i	5.9%	-14%
(13) CCOc1ccc(/C=C/C(=O)c2ccccc2)cc1
    ?	-1%	?	-0.5	?	-1%	i	8.6%	-14%
(14) O=C(CNC(=O)C1CCCCC1)Nc1cc(Cl)ccc1Cl
    i	4%	12%	0.4	-23%	-12%	i	0.1%	-41%
(15) Cc1ccc(C(=O)N2CCC(C(=O)NC3CCCCCC3)CC2)cc1
    i	1%	30%	-0.9	1%	-3%	i	-0.6%	3%
(16) O=C(COC(=O)c1ccc2c(c1)S(=O)(=O)N=C1CCCCCN12)NCc1cccs1
    i	-1%	3%	-0.5	3%	1%	i	0.4%	3%
(17) O=c1nc(Nc2ccccc2)sc2ccc([N+](=O)[O-])cc12
    i	13%	-14%	-2.0	16%	0%	i	28%	-7%
(18) Cc1csc(CNc2ncnc3ccc(-c4ccc5c(c4)OCO5)cc23)c1
    i	-11%	9%	nt	-16%	-6%&-2%	nt	5.3%	-31%
(19) Cc1cccc(N2CCN(c3c(CN4CCCC4)c(=O)oc4ccccc34)CC2)c1C
    i	3%	8%	nt	28%	nt	nt	0.6%	10%
(20) Cc1ccccc1Nc1nc(N)nc(CN2CCN(Cc3ccc4c(c3)OCO4)CC2)n1
    i	6%	2%	-1.5	13%	-2%	i	0.2%	-25%

Among those listed so far, these have a furan ring, fused or not:
Order of results – S2 tox	A549 tox	Nrf2 block	CCT chaperon mod	TGFb inhibitor	Mm-Cpn inhibitor	pAkt inh	Nrf2 activator	HepG2 tox
(3) COc1cc(Cl)c(C)cc1NC(=O)CSc1nnc(-c2ccco2)n1CC(C)C
    i	?	?	-2.1	?	-3%	i	0.3%	-31%
(5) O=C(OCCO)c1c(C2=CCCCC2)oc2c1C(OCCO)CCC2 (stereo not drawn)
    i	nt	nt	0.8	nt	nt	i	0.4%	nt

Next results.
Order of results – S2 tox	A549 tox	Nrf2 block	CCT chaperon mod	TGFb inhibitor	Mm-Cpn inhibitor	pAkt inh	Nrf2 activator	HepG2 tox
(21) CCN(c1cccc(C)c1)S(=O)(=O)c1cccc2nsnc12
    i	4%	4%	-4.8	-22%	3%	i	-0.4%	1%
(22) CN(C1=C(NC(=O)c2ccc(Cl)cc2)C(=O)c2ccccc2C1=O)c1ccccc1
    ?	0%	3%	0.0	13µM*	-1%	i	-1.2%	-53%
(23) COC[C@@H]1CCCN1c1ccc2c(c1)O[C@H](COCc1ccccc1)CN([C@@H](C)c1ccccc1)S2(=O)=O
    i	nt	nt	-4.5	nt	nt	i	0.1%	nt
(24) Cc1ccc(S(=O)(=O)NCCC(=O)Nc2ccc(Cl)c(Cl)c2)cc1
    i	-5%	-6%	-1.2	-18%	5%	i	0.7%	-7%
(25) CCN1CCN(S(=O)(=O)c2ccc(Cl)c(C(=O)N(CC)Cc3ccccc3)c2)CC1
    i	-7%	-5%	-1.2	-10%	-2%	i	0.0%	-2%
(26) COc1ccc(-c2cc3c(=O)n(CC(=O)NCc4ccc(Cl)cc4)ncn3n2)cc1
    nt	3%	6%	0.5	7%	0%	i	-0.6%	-3%
(27) CCOC(=O)c1cc(-c2ccccc2C)n(Cc2cc(C)no2)n1
    i	-6%	?	2.1	-1%	2%	i	4.0%	-3%
(28) CC(C)c1ccc(NC(=O)CCNS(=O)(=O)c2cc(Br)cnc2N)cc1
    i	-1%	-1%	0.4	-18%	1%	i	2.7%	-23%
(29) O=C(N/N=C/c1ccc(COc2ccc(Br)cc2)o1)c1ccco1
    ?	-1%	11%	0.1	5%	-2%	i	5.0%	3%
(30) C#CCOCCOCCOCCNc1nc(N2CCN(C(=O)CCCCCCCCCCNC(=O)[C@H](CCCCN)n3cc(CCO)nn3)CC2)nc(N2CCN(C(=O)CCCCCCCCCCNC(=O)[C@H](CCCCN)n3cc(C[C@@H](C)CC)nn3)CC2)n1
    ?	?	?	-2.9	?	0%	i	-3.1%	-75%
(31) Cc1c(C)c(C)c(S(=O)(=O)N2CCSCC2)c(C)c1C
    i	-1%	3%	0.7	-19%	-5%	i	0.3%	12%
(32) Cc1nnc(-c2cnn(C)c2N)n1CCCN1CCOCC1
    i	0%	-9%	-1.8	12%	1%	i	1.8%	-1%
(33) CCOc1ccc2[nH]c(=O)c(CN(Cc3ccc(F)cc3)C(=O)N3CCCC3)cc2c1
    i	-8%	14%	0.1	1%	-3%	i	0.2%	1%
(34) CCC(C)NC(=O)c1ccc2nc(-c3ccco3)c(-c3ccco3)nc2c1 (stereo not drawn)
    nt	-8%	-18%	nt	-15%	nt	nt	nt	-19%
(35) CCS(=O)(=O)N1CCC(C(=O)N2CCc3ccccc3C2)CC1
    i	6%	6%	-1.6	-7%	-1%	i	1.9%	-2%
(36) Cc1ccc2occ(CC(=O)Nc3ccc(S(=O)(=O)N4CCCC(C)C4)cc3)c2c1 (stereo not drawn)
    ?	-25%	21µM*	nt	?	nt	nt	0.2%	-35%
(37) CC(=O)N1CCC(N(CCCOC(C)C)S(=O)(=O)c2ccc([N+](=O)[O-])cc2)CC1
    i	0%	-12%	-2.7	-6%	2%	i	0.2%	-10%
(38) Cn1c(=O)n(CCc2ccccc2)c(=O)c2c1nc1n2CCCN1Cc1ccccc1
    ?	-11%	nt	0.1	-19%	-7%	i	0.1%	-33%
(39) O=C(NNc1ccccc1)/C(=C\c1cccnc1)NC(=O)c1ccccc1
    nt	0%	-11%	-1.4	-8%	1%	i	16%	-6%
(40) COc1ccc(C2CC(c3ccccc3)=NN2C(=O)COC(=O)c2cccnc2)cc1 (stereo not drawn)
    i	4%	15%	0.0	0%	-8%	i	0.3%	-1%
(41) COCCNC(=O)CSc1nc2ccccc2c(=O)n1-c1cccc(OC)c1
    i	-2%	-23%	-1.4	?	0%	i	0.1%	0%
(42) CCn1c(=O)c2ccccc2n(CC(=O)N2CCCc3ccccc32)c1=O
    i	2%	0%	2.5	3%	1%	i	-0.9%	-13%
(43) CN(C)CCCn1c2c(c(SCC(=O)Nc3ccc4c(c3)OCCO4)nc1=O)CCC2
    i	-3%	17%	-2.4	-4%	-1%	i	0.2%	-17%
(44) COc1ccccc1NC(=O)Cc1csc(NC(=S)Nc2ccccc2)n1
    ?	18µM*	21µM*	-0.8	14µM*	1%	i	3.0%	-37%
(45) Cn1c(=O)c2c(nc(CN3CCN(c4ccccc4F)CC3)n2Cc2ccccc2F)n(C)c1=O
    i	7%	6%	nt	-12%	nt	nt	-0.9%	4%
(46) NC(=O)c1ncc(C(F)(F)F)cc1Oc1ccc(F)cc1
    i	2%	11%	-4.0	-26%	0%	i	-0.1%	6%
(47) CC(NC(=O)c1ccccc1)c1ccc(F)cc1 (stereo not drawn)
    i	0%	12%	-0.3	-4%	2%	i	0.2%	-11%
(48) Cc1ccc(-c2nn(-c3cc(Cl)ccc3[N+](=O)[O-])c(=O)c3ccccc23)cc1C
    i	0%	?	-6.3	0%	0%	i	1.7%	-23%
(49) Cc1cc2nc(C(C)(C)C)c(CC3CCCCC3)n2c(C)c1Br
    ?	nt	nt	1.0	nt	nt	i	3.1%	nt
(50) CCCCCOC(=O)Cc1c(O)c2ccccc2n(C)c1=O
    i	-1%	7%	-1.3	-5%	-2%	i	-0.3%	1%
(51) CCN(/N=C/C=C/c1ccccc1)c1cc(=O)n(C)c(=O)[nH]1
    i	0%	-3%	-0.5	-3%	1%	i	0.4%	-2%
(52) Cc1ccc(C(=O)Nc2ccc3c(c2)C(=O)N(CC2CCCO2)C3=O)cc1 (stereo not drawn)
    i	-1%	?	-6.2	2%	-7%	i	0.6%	2%

Source: PubChem BioAssay (National Center for Advancing Translational Sciences (NCATS))

Rows were taken by chance; 4.4% or so of the library scored in one or more.
